# From PubChem BioAssay
# TNAP pNPP inh – human TNAP enzyme inhibitors, primary screen, biochemical, colorimetric, p-nitrophenol readout. inhibition, % at 20 µM. AID 615, 2007. 21,000 tested, under 10 active. purified TNAP, pNPP hydrolysis, absorbance 405 nm;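 note: 0% = DMSO only wells and 100% = 1 mM levamisole wells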
# Target sequence (P05186 whole entry, looked up): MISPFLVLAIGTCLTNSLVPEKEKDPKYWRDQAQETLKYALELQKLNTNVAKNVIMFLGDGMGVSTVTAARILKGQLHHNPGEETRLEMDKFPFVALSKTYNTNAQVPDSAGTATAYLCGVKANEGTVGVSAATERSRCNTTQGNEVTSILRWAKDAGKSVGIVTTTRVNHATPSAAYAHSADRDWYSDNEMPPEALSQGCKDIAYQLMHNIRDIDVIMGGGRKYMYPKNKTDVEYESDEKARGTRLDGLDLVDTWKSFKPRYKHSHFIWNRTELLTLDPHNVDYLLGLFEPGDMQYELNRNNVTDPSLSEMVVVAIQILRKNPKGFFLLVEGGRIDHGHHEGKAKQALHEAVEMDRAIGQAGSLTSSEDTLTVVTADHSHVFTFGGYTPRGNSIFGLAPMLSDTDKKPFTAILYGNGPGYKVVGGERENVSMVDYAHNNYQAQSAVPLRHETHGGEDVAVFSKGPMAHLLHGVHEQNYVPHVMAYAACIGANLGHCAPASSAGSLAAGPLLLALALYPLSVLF
# TNAP Pi inh – human TNAP enzyme inhibitors, primary screen, biochemical, colorimetric, phosphate release readout; Alkaline phosphatase, tissue-nonspecific isozyme (Homo sapiens), P05186; purified TNAP, pNPP, malachite green phosphate absorbance; inhibition, % at 20 µM; 21,000 tested, under 10 active; AID 614, 2007
# An asterisk follows results filed as active.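 Rule for the calls: active = inhibition above 50% at the 20 µM single-dose screen; inactive = the rest.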
canonical_smiles	TNAP pNPP inh	TNAP Pi inh
CNc1nc(C)c(C(=O)OCc2ccccc2)s1	-2	6
CCOc1ccc(-c2[nH]nc3c2C(c2cccnc2)C(C#N)=C(N)O3)cc1 (stereo not given)	0	6
CC(=O)c1c(C(C)=O)c(C)n(Cc2ccc3c(c2)OCO3)c1C	9	9
CCN1C(=O)NC2C1N(S(C)(=O)=O)CCN2S(C)(=O)=O (stereo not given)	-6	-10
Cc1ccc(Cl)cc1N1CCN(C(c2ccc(C#N)cc2)c2nnnn2C2CCCC2)CC1 (stereo not given)	6	4
O=C(OCC(=O)N(C1CCCCC1)C1CCCCC1)c1cnccn1	5	18
Cc1ccc(C(=O)N2CCC(C(N)=O)CC2)cc1C	0	0
COc1ccc(Cl)cc1NC(=O)c1ccco1	7	12
O=C(CSc1nnnn1C1CCCC1)Nc1ccc2c(c1)OCCO2	1	6
COC(=O)C1CCN(C(=O)N2CCOCC2)CC1	2	18
O=C(COC(=O)CNC(=O)C1CCCCC1)Nc1ccc(Cl)cn1	0	-13
Cc1cccc(C)c1NC(=O)C1(N(Cc2ccco2)C(=O)c2ccccn2)CCCC1	-1	1
Cn1c(=O)[nH]c(=O)c2c1nc(NCCCn1ccnc1)n2CCOc1ccccc1	6	6
CCN(CC(=O)Nc1c(C(=O)OC)[nH]c2ccc(C)cc12)c1ccc2c(c1)OCO2	1	4
COc1ccc(C)cc1NC(=O)c1cc2ccccc2o1	2	6
CC1=CC(C)(C)N2C(=O)C3(SCC(=O)N3c3ccc(O)cc3)c3cc(C)cc1c32 (stereo not given)	2	2
O=C(CN1CCOCC1)n1c2ccccc2c2ccccc21	8	12
CN1CCN(Cc2cc(=O)oc3cc4c(cc23)CCC4)CC1	2	9
Cc1ccc(C(=O)OCC(=O)Nc2sc3c(c2C#N)CCCCC3)cc1NC(=O)c1ccco1	10	-3
Cn1c(C(=O)N(Cc2ccccc2)Cc2ccccn2)cc2sccc21	6	11
O=C(NC1CCCCNC1=O)c1ccc(Cl)cc1 (stereo not given)	5	9
COc1ccc(C(=O)N2CCCC(c3nc(-c4cccs4)no3)C2)cc1OC (stereo not given)	-1	13
Cn1ccnc1C(O)(c1nnc(-c2ccccc2)o1)C(F)(F)F (stereo not given)	-9	-3
CSc1nc2cc(S(=O)(=O)N3CCOCC3)ccc2s1	4	6
Cc1cc(C)nc(SCc2nnc(SCC(=O)Nc3ccc(C)c(C)c3)n2Cc2ccco2)n1	6	13

# Retrieved by structure from above:
canonical_smiles	TNAP pNPP inh	TNAP Pi inh
CN1CCN(Cc2cc(=O)oc3cc4c(cc23)CCC4)CC1	2	9
CSc1nc2cc(S(=O)(=O)N3CCOCC3)ccc2s1	4	6
COc1ccc(C(=O)N2CCCC(c3nc(-c4cccs4)no3)C2)cc1OC (stereo not given)	-1	13
CC(=O)c1c(C(C)=O)c(C)n(Cc2ccc3c(c2)OCO3)c1C	9	9
Cc1ccc(C(=O)OCC(=O)Nc2sc3c(c2C#N)CCCCC3)cc1NC(=O)c1ccco1	10	-3

# (list continues)
canonical_smiles	TNAP pNPP inh	TNAP Pi inh
NC(=O)c1c(N)sc(=S)n1CC1CCCO1 (stereo not given)	0	6
COc1ccc2[nH]c3c(N4CCN(Cc5ccc6c(c5)OCO6)CC4)ncnc3c2c1	0	0
Cc1cc(C)n(-c2nc3ccccc3nc2N2CCN(C(=O)c3ccc(F)cc3)CC2)n1	-3	-10
COc1ccc(S(=O)(=O)N(CCCN2CCCC2=O)Cc2cc3cc(C)c(C)cc3[nH]c2=O)cc1	4	10
O=C(CSc1nc2c(c(C(F)(F)F)n1)CCc1ccccc1-2)NCc1ccco1	1	4
O=C(CSc1nnnn1-c1cccnc1)NCc1cccs1	6	4
Cc1csc(NC(=O)c2nc3nc(C)cc(C)n3n2)n1	-9	-7
CC(C)Oc1ccc(CNC2CCOC(C)(C)C2)cc1 (stereo not given)	5	-1
O=C(NCCC1=CCCCC1)c1ccc(=O)oc1	8	12
CC1(C)Cc2c(C#N)c(SCc3nc4ccccc4[nH]3)nc(N3CCOCC3)c2CO1	-1	0
Cc1nnc2n(Cc3ccccc3)c(=O)c3c4c(sc3n12)COC(C(C)C)C4 (stereo not given)	-2	0
Cc1nc2oc(C(=O)c3ccc(Br)cc3)c(N)c2c2c1COC(C)(C)C2	3	-3
CN(C)S(=O)(=O)c1ccc(S(=O)(=O)N(CC(=O)Nc2ccccc2)CC2CCCO2)cc1 (stereo not given)	5	-14
CC1(C)Cc2ccccc2-c2nnc(-c3cccc(O)c3)n21	4	11
CC1(C)CC(=O)c2cnn(-c3nc4ccccc4[nH]3)c2C1	1	8
CC(C)c1nc(N2CCOCC2)c(C#N)c2c1CCC2	9	14
CCCc1cc(=O)[nH]c(SCC(=O)N2CCN(c3ccc(F)cc3)CC2)n1	0	0
CCOC(=O)Nc1cccc(NC(=O)c2cc(OC)cc(OC)c2)c1	3	11
OC(COCc1ccccc1)CN1CCCC1 (stereo not given)	4	13
CC1(C)CC(=O)c2cnc(N3CCc4ccccc4C3)nc2C1	2	-1
COc1ccc(-n2nnnc2SCC(=O)Nc2nnc(C)s2)cc1OC	6	-14
O=C(CN1CCc2ccccc21)Nc1ccc2c(c1)OCO2	0	5
CCCCCCn1c(C(C)O)nc2ccccc21 (stereo not given)	6	6
COc1ccc(CCn2c(=N)c(C(=O)N3CCN(C)CC3)cc3c(=O)n4ccccc4nc32)cc1	-1	10
O=C(Cc1cccs1)N1CCC(c2nc3c(nnn3Cc3ccc(F)cc3)c(=O)[nH]2)CC1	0	0
COc1ccc(OC)c(C2=Nn3c(nnc3-c3cccc(OC(C)C)c3)SC2)c1	4	8
COC(=O)c1[nH]c2ccc(C)cc2c1NS(=O)(=O)c1ccc(F)cc1	-37	-62
O=C(Nc1ccc(Cl)cc1)NC1(C(=O)NCCCN2CCOCC2)CCCCC1	1	8
COC(=O)CSc1nc2c(c(=O)n(C)c(=O)n2C)n1CCC(C)C	2	4
Cc1cc(NC(=O)CN2CCC(n3nnc4cc(C(F)(F)F)ccc43)CC2)no1	-11	-3
Cc1c(NC(=O)CSC2=C(C#N)C(c3ccccc3F)CC(=O)N2)c(=O)n(-c2ccccc2)n1C (stereo not given)	-2	2
Cc1cc(C(=O)OCC(=O)Nc2cc(C(F)(F)F)ccc2N2CCOCC2)c(C)o1	4	-17
Cc1cc(C)c(S(=O)(=O)N(C)CC(=O)N2CCCCC2)c(C)c1	0	0
FC(F)(F)c1ccc(-n2ccnc2)nc1	3	-4
Cn1c(NCCCO)nc2c1c(=O)n(Cc1ccccc1F)c(=O)n2C	1	5
N#Cc1c(N)nc2c(c1N)CC(=O)N2c1ccccc1-c1ccccc1	3	4
CCc1c(O)nc(SCC(=O)N2CCCCC2)n(-c2ccccc2C)c1=O	0	2
CCCc1nnc(NC(=O)Nc2ccccc2OC)s1	-17	-12
N#CCCSCc1ccc2oc(C(=O)O)cc2c1	6	12
CCCc1[nH]nc2c1C1(C(=O)N(C(C)C)c3ccccc31)C(C#N)=C(N)O2 (stereo not given)	-12	-8
CC(=O)c1ccc(N2CCN(C(=O)C3CCN(S(=O)(=O)Cc4ccccc4)CC3)CC2)cc1	4	-5
Cn1c(=O)[nH]c2cc(Cl)cnc21	3	5
CN=C(NC#N)SCC(=O)c1ccc(Cl)cc1Cl	-7	0
CCN(CC)CCCN1C(=O)C(=O)/C(=C(/O)c2ccc3c(c2)OCCO3)C1c1ccco1 (stereo not given)	3	-6
CCC(C)[C@H](NC(=O)NCC1CCCO1)C(=O)OC (stereo not given in full)	1	3
CCCc1ccc(OCc2ccc(C(=O)N3CCN(c4ccccn4)CC3)o2)c(OC)c1	-3	4
CCOC(=O)Cn1nnnc1C(CC)N(Cc1cccs1)Cc1cc2ccc(OC)cc2[nH]c1=O (stereo not given)	-17	-1
COc1ccc(NCc2cc3ccccc3[nH]c2=O)cc1	0	0
Cc1ccc(NC(=O)c2cnccn2)c(OC(F)F)c1	6	10
O=C(CN1CCC(n2nnc3cc(F)ccc32)CC1)N1CCCc2ccccc21	6	12

# The closing three compounds of the section above come first, to join the parts:
canonical_smiles	TNAP pNPP inh	TNAP Pi inh
COc1ccc(NCc2cc3ccccc3[nH]c2=O)cc1	0	0
Cc1ccc(NC(=O)c2cnccn2)c(OC(F)F)c1	6	10
O=C(CN1CCC(n2nnc3cc(F)ccc32)CC1)N1CCCc2ccccc21	6	12
Cc1cccc(N(CC(=O)NC2CCCC2)C(=O)CCCC(=O)Nc2ccccn2)c1	2	6
COc1ccc(Cl)cc1NC(=O)CN(c1ccccc1)S(=O)(=O)N(C)C	0	1
COC(=O)c1ccc(OCC(O)Cn2nnc3ccccc32)cc1 (stereo not given)	4	10
COc1ccc(C(=O)N2CCCC2)cc1S(=O)(=O)N1CCOCC1	4	10
O=C(Nc1ccccc1N1CCCCC1)c1cccc(F)c1	4	7
CCOc1cc(N2CCOCC2)c(OCC)cc1NC(=O)c1nc2nc(C)cc(C)n2n1	6	20
COCCn1c(Sc2ccc(C)cc2)nc2c1c(=O)[nH]c(=O)n2C	0	5
CSc1nc2c(c(-c3ccc(O)cc3)c1C#N)CCC2	6	8
O=S(=O)(c1ccccc1)c1cccc(S(=O)(=O)N2CCCCC2)c1	0	2
Cc1ccc(NC(=O)C(C)Sc2nnc(-c3cccnc3)o2)cc1 (stereo not given)	4	7
COc1ccc(C(=O)Nc2cccc(OC)c2)cc1	0	7
Cc1ccc(S(=O)(=O)N2CC(=NO)C2)cc1	2	2
CCN(C(=O)c1ccc(C(C)(C)C)cc1)c1nnc(Cn2nnc3ccccc32)s1	2	1
O=C1CCCC2=C1C(c1ccc3c(c1)OCO3)c1c([nH]n(-c3ccccc3)c1=O)N2 (stereo not given)	6	10
CCCN1CN(Cc2ccco2)c2nc3ccccc3n2C1	8	19
COc1ccccc1NC(=O)CCN1CCCCCC1	4	6
Cc1ccc(S(=O)(=O)N2CCCC2C(=O)OCC(=O)Nc2ccc3c(c2)OCO3)cc1 (stereo not given)	4	8
COC(=O)c1ccc(OC)c(CSc2nnc(COc3cccc(C)c3)o2)c1	-10	3
Cc1ccc2[nH]c3c(c2c1)CN(C(=O)CN1CC(C)OC(C)C1)CC3 (stereo not given)	3	9
N#CCCCSc1nnc(-c2ccccn2)o1	1	6
O=C(c1ccc(Cn2cc(Br)cn2)cc1)N1CCN(c2ccccc2)CC1	-2	12
NS(=O)(=O)c1ccc(NS(=O)(=O)c2cccs2)cc1	5	12
O=C(COC(=O)c1cccnc1)c1ccc(Cl)cc1	-5	-3
CCOc1ccc(CC2CC(=O)NC2=O)cc1 (stereo not given)	1	6
O=C(O)c1ccc(NS(=O)(=O)c2cccc3nsnc23)cc1	8	12
COc1ccc(-c2nn3c(COc4ccccc4)nnc3s2)cc1OC	8	0
CCCC(=O)Nc1cc(OC)c(NC(=O)NC2CCCCC2)cc1OC	-2	10
CCCCN(C(=O)Cn1nnc2ccccc21)C(C(=O)NCc1ccco1)c1ccncc1 (stereo not given)	0	9
CN(CC(=O)Nc1ccncc1)S(=O)(=O)c1ccc(Cl)cc1	3	-21
Nc1ccc(CCc2nc3ccccc3o2)cc1	2	4
CCOc1ccc2[nH]c(=O)c(=O)[nH]c2c1	2	-9
O=C(c1cccnc1)N1CCc2ccccc2C1	6	13
CCOC(=O)c1sc2ncnc(NCC(c3cccs3)N(C)C)c2c1C (stereo not given)	4	-19
CSc1ncc(Cl)c(C(=O)NCc2ccc3c(c2)OCO3)n1	-3	2
CCOC(=O)c1cnc(-n2nc(C)cc2C)nc1NCCc1ccccc1	4	7
O=C(Cn1c(=O)sc2ccccc21)Nc1ccc(S(=O)(=O)N2CCCC2)cc1	6	4
O=c1[nH]c(CN2CCN(c3ccccc3Cl)CC2)nc2ccsc12	6	9
CC(C)C(=O)N1CCc2cc(-c3csc(N)n3)ccc21	3	7
CSC1CCCCC1(O)CSc1nc2ccccc2o1 (stereo not given)	0	0
CCCC(CCC)C(=O)OC1C[C@H]2CC[C@@H](C1)[N+]2(C)C (stereo not given in full)	5	7
CC(C)COC(=O)CCNc1n[nH]c(=O)[nH]c1=O	4	6
CCCCC(=O)Nc1cc2nn(-c3ccc(OC)cc3)nc2cc1C	6	10
O=C1C(=O)N(Cc2ccco2)C(c2cccc(Cl)c2)/C1=C(\O)c1ccc2c(c1)OCCO2 (stereo not given)	4	4
CCOC(=O)CNC(=O)CNC(=O)c1ccc(OCC(C)C)cc1	3	6
COc1ccc(-c2nnc3sc(C4CCCCC4)nn23)cc1OC	2	12
Cc1cccc(NC(=O)Cn2nnc(-c3ccc(CN4CCCC4)cc3)n2)c1C	-4	-2
CCC(C)NC(=O)N[C@@H](CCSC)C(=O)O (stereo not given in full)	3	8
Cc1cc(C)n(-c2ncnc3sc(C)c(C)c23)n1	6	10
CN(C)c1ccc(/C=C/c2cc[n+]([O-])cc2)cc1	-8	13
Cc1cc(C)c(NC(=O)CS(=O)CC(=O)N2CCN(c3ccc(F)cc3)CC2)c(C)c1 (stereo not given)	3	11

# (further entries)
canonical_smiles	TNAP pNPP inh	TNAP Pi inh
O=C(NC1CCS(=O)(=O)C1)N1CCCCC1 (stereo not given)	0	4
O=C(COC(=O)C1COc2ccccc2O1)NC(=O)Nc1ccc2c(c1)OCCO2 (stereo not given)	-2	1
CCc1sc(C(=O)Nc2ccsc2C(=O)OC)cc1Br	-1	7
N/C(CN1CCCC1=O)=N\O	4	-5
COc1ccccc1NC(=O)CN1CCCCC1	4	11

# Not all compounds are listed (hit frequency here may not be typical).
